# LMPTP inh: LMPTP phosphatase inhibitors, primary screen, biochemical, fluorescence intensity, uHTS. Low molecular weight phosphotyrosine protein phosphatase (Homo sapiens), P24666. recombinant LMPTP-A, OMFP fluorogenic substrate. inhibition, % at 20 µM. hit rate 0.22% among 360,000. AID 651560, 2012;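 active = compounds that cut the enzyme signal by at least half of the control window in the single-dose screen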;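 note: plate controls were DMSO wells with enzyme plus substrate for no effect and substrate without enzyme for full effect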
#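 Test system – LMPTP-A enzyme · Amount – LMPTP-A at 0.625 nM final in the reaction · Buffer or medium – Bis-Tris pH 6.0, DTT, detergent · Reagent – OMFP 400 µM · Doses – single 20 µM dose · Schedule – reaction 50 min, room temperature, dark · Detection – fluorescence intensity of OMFP turnover product · Evaluation – percent inhibition versus substrate-only and uninhibited controls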
# Neddylation inh: inhibitors of cullin neddylation, primary screen, biochemical, TR-FRET, uHTS, NAE and Ubc12; NEDD8-conjugating enzyme Ubc12 (Homo sapiens) + NEDD8-activating enzyme E1 regulatory …; calls only at 25 µM; hit rate 0.58% among 360,000; in the data active = inhibition above about 36%
# DNMT1 inh: human DNMT1 methyltransferase inhibitors, primary screen, biochemical, molecular beacon, fluorescence, HinP1I cleavage, uHTS; DNA (cytosine-5)-methyltransferase 1 (Homo sapiens), P26358; inhibition (reported as % activation of signal), % at 10 µM; hit rate 0.83% among 360,000; in the data active = inhibition above about 50%
# Tb MetRS inh: T. brucei MetRS inhibitors, primary screen, biochemical, luminescence; methionyl-tRNA synthetase (Trypanosoma brucei brucei); AID 624268, 2012; inhibition, % at 11.9 µM; hit rate 0.4% among 360,000; purified T. brucei MetRS, ATP depletion, Kinase-Glo luminescence;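 active = inhibition above a per-plate cutoff of the control wells' mean inhibition plus 3 SD, cut at about 5.5% in these data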;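 note: 0% = DMSO wells median and 100% = median of wells with control inhibitor compound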
#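 Test system: purified T. brucei MetRS enzyme. Also added: ATP, methionine and E. coli bulk tRNA substrates. Compound: 11.9 µM single point. Schedule: 15 min enzyme-compound preincubation, 2 h reaction, 10 min detection, 25 °C. Signal: luciferase luminescence of residual ATP, Kinase-Glo. Evaluation: percent inhibition versus plate control medians. Controls: DMSO wells, low control.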
# NRP1-CendR mod: modulators of CendR peptide binding to NRP-1, primary screen, biochemical, fluorescence polarization, uHTS | Neuropilin-1 (Homo sapiens), O14786 | AID 602438, 2012 | hit rate 0.85% among 360,000 | inhibition, % at 25 µM | FAM-RPARPAR peptide binding to NRP-1;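 active = inhibition or corrected inhibition above about 18%, plus a signal ratio from 0.5 to 1.5, limit read from the data, passing the limit was not always enough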; note: strong numbers were not always called active
# Target sequence (O14786 whole entry, looked up): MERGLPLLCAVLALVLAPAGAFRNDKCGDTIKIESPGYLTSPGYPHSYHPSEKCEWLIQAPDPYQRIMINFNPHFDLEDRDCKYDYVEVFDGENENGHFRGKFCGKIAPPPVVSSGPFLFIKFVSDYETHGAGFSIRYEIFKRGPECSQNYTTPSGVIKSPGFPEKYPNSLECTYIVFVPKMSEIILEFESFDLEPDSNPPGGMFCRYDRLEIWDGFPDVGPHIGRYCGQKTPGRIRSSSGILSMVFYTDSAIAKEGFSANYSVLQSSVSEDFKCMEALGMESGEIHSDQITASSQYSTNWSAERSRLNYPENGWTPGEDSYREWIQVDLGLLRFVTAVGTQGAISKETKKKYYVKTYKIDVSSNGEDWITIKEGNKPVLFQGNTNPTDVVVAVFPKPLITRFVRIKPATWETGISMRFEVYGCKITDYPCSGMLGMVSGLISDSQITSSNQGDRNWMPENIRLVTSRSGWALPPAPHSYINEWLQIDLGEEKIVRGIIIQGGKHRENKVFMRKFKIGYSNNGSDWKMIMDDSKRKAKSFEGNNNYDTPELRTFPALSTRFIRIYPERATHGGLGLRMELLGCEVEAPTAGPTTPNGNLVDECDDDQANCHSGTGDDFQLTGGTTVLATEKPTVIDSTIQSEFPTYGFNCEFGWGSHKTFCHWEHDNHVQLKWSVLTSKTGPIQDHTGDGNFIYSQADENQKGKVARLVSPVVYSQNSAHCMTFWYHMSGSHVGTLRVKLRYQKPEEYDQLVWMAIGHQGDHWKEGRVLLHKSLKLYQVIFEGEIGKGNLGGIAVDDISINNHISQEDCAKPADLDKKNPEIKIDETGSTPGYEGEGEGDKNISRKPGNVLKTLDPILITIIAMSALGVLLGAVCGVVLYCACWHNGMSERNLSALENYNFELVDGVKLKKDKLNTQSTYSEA
# Scp-1 inhibitor: Scp-1 phosphatase inhibitors, primary screen, biochemical, colorimetric, uHTS; Carboxy-terminal domain RNA polymerase II polypeptide A small phosphatase 1 (Homo …; Recombinant Scp1, phosphopeptide, malachite green phosphate absorbance; inhibition, % at 20 µM; hit rate 0.88% among 340,000;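 active = inhibition above about 50% at 20 µM, limit read from the data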;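 note: plate controls were DMSO wells with enzyme for no effect and wells lacking enzyme for full effect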
#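 Assay system: SCP-1 catalytic fragment, aa 76-261 | Buffer or medium: Tris acetate buffer pH 5.5 with MgCl2 and Tween-20 | Compound: One concentration, 20 µM, with 1.0% DMSO | Also added: Phospho 17-mer peptide substrate | Signal: Absorbance at 630 nm | Incubation: 45 min enzyme reaction at room temperature | Measure: % inhibition of SCP-1 phosphate liberation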
# STEP inh: STEP phosphatase inhibitors, primary screen, biochemical, fluorescence intensity, uHTS; recombinant STEP, OMFP fluorogenic substrate; inhibition, % at 20 µM; hit rate 0.25% among 360,000; AID 588621, 2011;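 active = inhibition at 20 µM, scaled per plate between control wells, above about 37%, limit read from the data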;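 note: 0% = DMSO with enzyme and substrate and 100% = substrate only without enzyme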
#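 System: isolated STEP enzyme; schedule: 20 min enzyme reaction at room temperature, protected from light; medium: Bis-Tris buffer pH 6.0, 2.5 mM DTT, 0.005% Tween 20; signal: fluorescence, 480/540 nm; dosing: single compound dose of 20 µM, 1% DMSO final; also added: OMFP substrate, 25 µM final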
# SUMO1-SIM PPI: modulators of SUMO1 protein-protein interactions, primary screen, biochemical, uHTS; hit rate 0.33% among 360,000; inhibition, % at 20 µM; AID 602429, 2012; SUMO1 binding to a labelled peptide, TR-FRET, 1 h; Small ubiquitin-related modifier 1 (Homo sapiens), P63165; in the data active = inhibition above about 37%
# Target sequence (P63165 whole entry, looked up): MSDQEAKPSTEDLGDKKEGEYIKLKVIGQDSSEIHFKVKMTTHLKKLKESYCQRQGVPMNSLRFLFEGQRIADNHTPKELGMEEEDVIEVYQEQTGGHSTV
# NadD inh: inhibitors of S. aureus NadD, primary screen, biochemical, colorimetric, uHTS; purified NadD enzyme, colorimetric absorbance read-out; inhibition, % at 20 µM; hit rate 0.78% among 360,000; AID 602399, 2012; in the data active = inhibition above about 26%; note: some compounds past the cut are filed as inactive
# SKN-1 inh: suppressors of acrylamide-induced Pgst-4::GFP reporter in worms, primary screen, SKN-1 inhibitor project, whole organism, uHTS, GFP/RFP fluorescence ratio, strain VP596; inhibition, % at 21.8 µM; hit rate 0.49% among 360,000; AID 624304, 2012; C. elegans VP596 Pgst-4::GFP/RFP ratio, 24 h;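 active = interference check ratio from 0.5 to 1.5 plus GFP to RFP signal ratio inhibition reaching or exceeding a fixed threshold, cut at about 30% in these data, passing the limit was not always enough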; note: some compounds called inactive have numbers as strong as hits
# An asterisk follows results filed as active; i = inactive; . = not tested or not shown; + = active, no number.
1	Cc1sc(NC(=S)Nc2ccc(F)cc2)c(C(N)=O)c1C
2	NC1=NCc2ccccc21
3	Nc1nc(Cl)cc(N2CCC(c3cc(-c4ccc(Cl)cc4)n[nH]3)CC2)n1
4	Nc1ccc(N=Nc2ccccc2O)c(N)c1
5	CCC(c1nnnn1-c1ccc2c(c1)OCCO2)N1CCN(C(=O)C2CCCO2)CC1 (stereo unspecified)
6	COc1ccc(CC(=O)NCc2ccccc2Cl)cc1S(=O)(=O)N1CCOCC1
7	Cc1sc2nc(CSCC(=O)N(C)CC(=O)Nc3ccc(F)cc3)[nH]c(=O)c2c1C
8	COc1ccc(C(C(=O)NC2CCCC2)N(C(=O)c2ccco2)c2ccccc2OC)cc1 (stereo unspecified)
Assay by compound	1	2	3	4	5	6	7	8
NRP1-CendR mod	-8	13	-3	10	-13	-6	-35	9
NadD inh	11	3	13	4	5	8	-2	1
Neddylation inh	i	i	i	i	i	i	i	i
Tb MetRS inh	-0.5	-0.3	1.5	-0.4	-0.5	-0.4	-0.3	-0.3
SUMO1-SIM PPI	0	0	-2	-43	5	-1	-4	1
STEP inh	0	-2	0	6	.	1	2	0
LMPTP inh	5.2	-0.8	2.9	8.3	-2.2	-0.4	-1.1	-0.9
SKN-1 inh	19	2	7	23	13	3	14	10
Scp-1 inhibitor	-3	-9	0	-7	.	-20	1	6
DNMT1 inh	-4	0	-25	-47	.	-2	-1	-1

# Part of the list above in order of SMILES length, smallest number first:
1	Cc1sc(NC(=S)Nc2ccc(F)cc2)c(C(N)=O)c1C
6	COc1ccc(CC(=O)NCc2ccccc2Cl)cc1S(=O)(=O)N1CCOCC1
3	Nc1nc(Cl)cc(N2CCC(c3cc(-c4ccc(Cl)cc4)n[nH]3)CC2)n1
8	COc1ccc(C(C(=O)NC2CCCC2)N(C(=O)c2ccco2)c2ccccc2OC)cc1 (stereo unspecified)
7	Cc1sc2nc(CSCC(=O)N(C)CC(=O)Nc3ccc(F)cc3)[nH]c(=O)c2c1C
Assay by compound	1	6	3	8	7
NRP1-CendR mod	-8	-6	-3	9	-35
NadD inh	11	8	13	1	-2
Neddylation inh	i	i	i	i	i
Tb MetRS inh	-0.5	-0.4	1.5	-0.3	-0.3
SUMO1-SIM PPI	0	-1	-2	1	-4
STEP inh	0	1	0	0	2
LMPTP inh	5.2	-0.4	2.9	-0.9	-1.1
SKN-1 inh	19	3	7	10	14
Scp-1 inhibitor	-3	-20	0	6	1
DNMT1 inh	-4	-2	-25	-1	-1

# Going on with the list.
9	O=C(OCc1nnc(-c2ccccc2)o1)c1cc(S(=O)(=O)N2CCOCC2)ccc1F
10	COC(=O)[C@]12C(=O)C(C)=C(O)[C@@]1(C)C(C)=CC1[C@@]34CC[C@@H](OC(C)=O)C(C)(C)C3C(C[C@]12C)OC4=O (stereo partly specified)
11	COCCNc1nc(NCc2ccccc2)nc2ccsc12
12	CNS(=O)(=O)c1cc(OC)c(OC)cc1CC(=O)OC
13	CNC(=O)C(=O)NCC(c1cccs1)S(=O)(=O)c1ccc(F)cc1 (stereo unspecified)
14	N#Cc1cccc(S(=O)(=O)NCC(=O)NCc2ccc3c(c2)OCO3)c1
15	CCc1nc(NCCC(C)C)c(C#N)c2c1CCCC2
16	CCSc1nc(C)nc2c1oc1ccccc12
Assay by compound	9	10	11	12	13	14	15	16
NRP1-CendR mod	-4	-3	6	-1	7	5	5	-7
NadD inh	-4	-2	-6	-5	-2	-1	0	3
Neddylation inh	i	i	i	i	i	i	i	i
Tb MetRS inh	-0.1	-2.7	1.0	-0.5	0.1	-0.2	0.0	0.2
SUMO1-SIM PPI	-2	2	3	4	-1	5	13	3
STEP inh	0	-1	-1	0	0	-1	4	0
LMPTP inh	-0.9	1.0	43	-1.3	0.2	-0.2	2.2	1.7
SKN-1 inh	-10	10	18	-5	5	3	43*	2
Scp-1 inhibitor	-7	-4	.	0	-1	-7	-3	15
DNMT1 inh	0	-1	-2	0	-1	-2	4	0

17	Cc1ccc(S(=O)(=O)N(C#N)c2nc(C)cc(C)n2)cc1
18	O=c1cnnc(Nc2ccc(Cl)c(C(F)(F)F)c2)[nH]1
19	CC1CCCCC1NCC(=O)NCc1ccc(F)cc1 (stereo unspecified)
20	CCOc1ccc(NC(=O)C2CCN(C(=O)NCc3ccccc3)CC2)cc1
21	CC(C(=O)N1CCC(C(N)=O)CC1)N(c1ccc(Oc2ccccc2)cc1)S(C)(=O)=O (stereo unspecified)
22	CN(C(=O)COC(=O)c1ccccc1Nc1ccccc1)c1c(N)n(Cc2ccccc2)c(=O)[nH]c1=O
23	COc1ccccc1S(=O)(=O)N(C)C[C@@H]1OCc2cnnn2CCCC(=O)N([C@H](C)CO)C[C@@H]1C
24	CSc1sc(-c2ccnc(SCCS(C)(=O)=O)n2)c(-c2ccccc2)c1C#N
Assay by compound	17	18	19	20	21	22	23	24
NRP1-CendR mod	10	-2	7	-14	8	-4	5	-5
NadD inh	0	-2	-3	0	-6	15	-7	-3
Neddylation inh	i	i	i	i	i	i	i	i
Tb MetRS inh	0.3	0.3	-1.6	-0.2	0.2	-0.4	-1.1	-0.6
SUMO1-SIM PPI	-1	1	1	-2	4	-1	-1	-20
STEP inh	1	0	0	0	0	-2	-2	1
LMPTP inh	-2.2	-1.6	-1.3	-0.5	-0.3	0.6	-2.6	2.8
SKN-1 inh	13	-4	5	2	-21	12	4	0
Scp-1 inhibitor	1	6	2	-18	-3	-1	.	-17
DNMT1 inh	5	0	3	0	-2	-2	5	4

25	COc1ccc(NC(=O)COC(=O)Cc2ccc(-c3ccccc3)cc2)c(OC)c1
26	CCN(CC)S(=O)(=O)c1cccc(C(=O)Nc2ccccc2C(=O)N2CCOCC2)c1
27	Cc1cc(NC(=O)COC(=O)[C@H](Cc2ccccc2)NC(=O)c2ccco2)no1
28	O=C(N/N=C/c1ccc(O)cc1)c1ccncc1
29	CCCCC(=O)N1CCN(c2nc3ccc(Br)cc3s2)CC1
30	CCN(CC)c1ccc(S(=O)(=O)N2CCOCC2)cc1NC(=O)CSc1ccccc1
31	O=C(CSc1nc(-c2ccccc2)cc(C(F)(F)F)n1)NCc1cccs1
32	Cc1ccc(S(=O)(=O)N2C(c3ccccc3)CC(=O)C3CN(S(=O)(=O)c4ccc(Cl)cc4)C(c4ccccc4)CC32)cc1 (stereo unspecified)
Assay by compound	25	26	27	28	29	30	31	32
NRP1-CendR mod	-5	18	12	1	17	-6	6	4
NadD inh	3	0	-2	0	1	-3	-4	.
Neddylation inh	i	i	i	i	i	i	i	i
Tb MetRS inh	-0.2	-0.3	-0.2	0.1	0.1	-0.3	.	-0.9
SUMO1-SIM PPI	1	1	1	-1	2	1	2	-2
STEP inh	1	-4	1	1	1	0	2	.
LMPTP inh	6.0	-1.6	-2.1	-0.7	2.5	2.8	0.0	0.3
SKN-1 inh	1	1	-7	-1	13	11	-5	-11
Scp-1 inhibitor	-17	-13	-7	-15	-3	4	-7	.
DNMT1 inh	-8	-1	-4	-2	-2	2	0	.

33	COc1ccc(C(=O)NNC(=O)c2ccc3ccccc3c2O)cc1
34	O=[N+]([O-])C1=CC=C2C(=NC3(CCCCC3)N2O)C1=NC1CCCCC1
35	O=C(Cc1ccccc1)O/N=C1\CCCc2ccccc21
36	CCc1ccc(C2=NN(C(=O)CCC(=O)O)C(c3cccs3)C2)cc1 (stereo unspecified)
37	COc1ccc(S(=O)(=O)N2CCOCC2)cc1NC(=O)COC(=O)C1=COCCO1
38	CCOP(=O)(c1ccc(N(C)C)cc1)C(O)c1ccccc1F (stereo unspecified)
39	C[C@@H]1CN([C@@H](C)CO)C(=O)CCCn2nncc2CO[C@H]1CN(C)C(=O)Nc1ccc2c(c1)OCO2
40	O=C(NC1CC1)C1=C[C@H](c2ccc(C(F)(F)F)cc2)C[C@H](OCc2ccc(CO)cc2)O1
Assay by compound	33	34	35	36	37	38	39	40
NRP1-CendR mod	-10	0	3	1	-14	-8	-2	2
NadD inh	-4	2	-7	-5	-7	-2	8	-11
Neddylation inh	i	i	i	i	i	i	i	i
Tb MetRS inh	-0.9	-0.1	-1.6	-0.6	-0.8	-0.8	-0.6	-0.4
SUMO1-SIM PPI	3	-22	2	-3	-1	5	2	-9
STEP inh	6	4	-3	3	2	-5	0	-1
LMPTP inh	-1.9	3.8	0.1	-1.9	0.2	-1.4	-0.8	0.1
SKN-1 inh	12	8	7	0	-7	16	19	11
Scp-1 inhibitor	21	-11	-7	-6	-8	-6	.	-2
DNMT1 inh	-2	-4	0	-2	1	3	2	3

41	Cc1ccc(Cl)cc1NC(=O)c1ocnc1C
42	Cc1ccc2cc(CN(Cc3nnnn3Cc3ccco3)CC3CCCO3)c(=O)[nH]c2c1C (stereo unspecified)
43	CCCSc1cc(N2CCN(C)CC2)nc(-c2ccc(OC)cc2)n1
44	CCOc1cc(C(=O)Nc2ccc(S(=O)(=O)N3CCCCC3)cc2)ccc1OCC(=O)N1CCOCC1
45	Nc1ccc(-c2c3ccc(=O)cc-3oc3cc(O)ccc23)cc1C(=O)O
46	CC(=O)c1ccc(S(=O)(=O)N2CCc3ccccc3C2)cc1
47	COc1ccc(CNC(=O)CN2C(=O)COc3ccc(S(=O)(=O)N4CCOCC4)cc32)cc1
48	Cc1cc(C(=O)NNC(=O)CCN2CCN(c3ccccc3)CC2)c2ccccc2n1
Assay by compound	41	42	43	44	45	46	47	48
NRP1-CendR mod	-4	-8	-11	-10	142	-2	2	1
NadD inh	11	11	-7	0	-6	-10	0	-2
Neddylation inh	i	i	i	i	i	i	i	i
Tb MetRS inh	-0.4	-0.5	0.2	-0.3	0.1	-0.1	0.0	-0.6
SUMO1-SIM PPI	-1	-2	-2	4	-356	9	2	-2
STEP inh	-4	-3	0	0	-60	-1	-2	-2
LMPTP inh	0.9	-1.3	-1.7	1.9	10	0.6	-1.2	-1.4
SKN-1 inh	10	-2	17	14	-146	2	8	1
Scp-1 inhibitor	-2	5	4	4	4	-10	-8	2
DNMT1 inh	1	-1	-6	-3	+	-3	0	0
